aSyn rescue = alpha-synuclein toxicity inhibition in yeast; Yeast expressing alpha-synuclein, growth rescue, BacTiter-Glo, 24 h; Potency, µM (doses to about 46.1 µM), for inactives: top-dose growth rescue (activation), most hits filed as activators; 370,000 compounds, 0.14% hits; AID 652106; note: potency is the fitted concentration of half-maximal effect; % of control where 0% means no effect; nearly all actives have a fitted effect of over 65% in size
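Readout is rescue of growth in alpha-synuclein-expressing yeast, so inhibitors of toxicity appear as activators. Growth after 24 hr at 30 deg C in galactose medium is quantified by luminescence.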
EPAC1 agonist = agonists of human EPAC1; O95398; EPAC1 agonist qHTS, biochemical assay; response scale: 100% = response to 6.5 mM cAMP; Potency, µM (doses to about 154 µM), for inactives: top-dose activation, actives largely listed as activators; 360,000 compounds, 0.073% hits; AID 720707; note: potency is the fitted concentration of half-maximal effect; nearly all actives have a fitted effect of over 60% in size
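Fluorescent GDP-exchange assay: 100 nM EPAC1 with 250 nM Rap1B preloaded with BODIPY-GDP and 50 uM GDP; compounds tested as concentration series, 5 min at room temperature, then read every 5 min for 30 min (ex 480/em 540 nm); normalized to 6.5 mM cAMP.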
Abeta rescue = compounds reversing amyloid beta toxicity in yeast. yeast expressing A-beta42, growth rescue, OD600, 48 h; response scale: 0% DMSO, 100% iron-clioquinol control. Potency, µM (titrated, usually from 46.1 µM), without a hit: top-dose growth rescue, hits mostly activators. 410,000 compounds, 0.063% hits. AID 1347071; note: potency is the fitted concentration of half-maximal effect; nearly all actives have a fitted effect of over 55% in size
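Growth rescue measured by 600 nm absorbance after 48 h yeast culture at 30 C with compound. Values normalized between DMSO and an equimolar ferric chloride plus clioquinol control.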
WRN inhibitor = blocks human WRN helicase; Q14191; WRN helicase unwinding, fluorescent forked duplex, kinetic; Potency, µM (series often up to 114 µM), without a hit: at the top dose activity change, negative = inhibition, most hits filed as inhibitors; 360,000 compounds, 0.46% hits; note: potency is the fitted concentration of half-maximal effect; % is set by controls: 0 for no effect and ±100 for the full control effect; nearly all actives have a fitted effect of over 55% in size
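Fluorescence dequenching readout, ex 525 nm/em 598 nm, kinetic mode: forked duplex DNA (100 nM final) with adjacent fluorophore and quencher unwound by WRN (20 nM final) with 2 mM ATP. Compound preincubation 15 min, room temperature.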
IL2 activator = activates IL-2 in a cell-based reporter assay. IL-2 activation reporter assay, cell-based qHTS; stimulated with anti-CD3/CD4/CD28 beads; in transgenic mouse T cells. activation, % (series mostly up to about 46 µM). 360,000 compounds, 0.065% hits. AID 652025; in the data active = activation above about 50%; inconclusive = mostly about 30% to 49%; note: 0% is about no effect
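Screening format: compound pinned onto unstimulated transgenic mouse T cells, 60 min incubation, then anti-CD3/anti-CD4/anti-CD28 bead stimulation for 18 hours at 37 degrees C, followed by EGFP and DsRed detection.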
PLK1 PBD block = inhibitors of human PLK1 polo-box domain binding | Plk1 PBD binding of FITC phosphopeptide, fluorescence polarization | P53350 | Potency, µM, inactives show max response, negative = inhibition, usual class: inhibitors | 360,000 compounds, 2.8% hits; note: potency is the fitted concentration of half-maximal effect; series mostly up to about 57 µM; % is set by controls: 0 for no effect and ±100 for the full control effect; nearly all actives have a fitted effect of over 65% in size
PI5P4Ka inh = PI5P4K alpha (human) kinase inhibition. PI5P4Kalpha enzyme, ADP-Glo luminescence, 60 min; active compounds read low. max response, %. 330,000 compounds, 1.2% hits. AID 652105; active = max response of -50% or lower; inconclusive = between -30% and -50%; inactive = -30% or higher; note: value at the top dose of about 77 µM; % is set by controls: 0 for no effect and ±100 for the full control effect
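Luminescence from ADP-Glo served as readout of PI5P4Kalpha activity in a qHTS format. Reaction: enzyme, substrate, compound, ATP at 5 microM final, 60 min at RT.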
EPAC1 antagonist = antagonists of human EPAC1 | O95398 | EPAC1 GEF assay, Rap1b-BODIPY-GDP exchange fluorescence | Potency, µM (titrated, usually from 115 µM), for inactives: top-dose activity change, negative = inhibition, usual class: inhibitors | 360,000 compounds, 0.14% hits;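 note: potency is the fitted concentration of half-maximal effect; plate controls were vehicle for no effect and positive control for full effect; nearly all actives have a fitted effect of over 50% in size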
FUS suppressor = suppressors of FUS proteinopathy in yeast | S. cerevisiae FUS-expressing, growth rescue, OD600, 24 h | Potency, µM (top dose mostly 76.6 µM), for inactives: at the top dose growth rescue (activation), most hits filed as activators | 390,000 compounds, 0.24% hits;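 note: potency is the fitted concentration of half-maximal effect; plate controls were DMSO vehicle for no effect and reference control for full effect; nearly all actives have a fitted effect of over 55% in size; some results filed as inactive show a strong effect at the top dose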
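Steps: raffinose overnight preculture; dilution to OD 0.005 in 2% galactose minimal medium; compound addition (concentration series); 24hr at 30C, 99% humidity; absorbance read at 600 nm.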
* marks the source's active call; other numbers are inactive results; ? = inconclusive; . = no result given; & = joins results of further samples; [ ] = remark or other dose. Unless noted, calls come from the whole dose curve; as a rule, active = well fitted curve in the direction sought with a large enough effect; inconclusive = small, poorly fitted or top-dose-only effect, or another doubt; inactive = no such curve, though single readings can be large; an effect the other way counts as inactive or inconclusive. Rows were taken by chance. About 4.1% of those tested had a hit in this group.

SMILES | aSyn rescue | EPAC1 agonist | Abeta rescue | WRN inhibitor | IL2 activator | PLK1 PBD block | PI5P4Ka inh | EPAC1 antagonist | FUS suppressor
CC(C)C(c1nnnn1C1CCCC1)N(C)C1CCCCC1 (stereo not given) | 11% | -9% | -8% | 13% | -1.4 | 1% | 2 | 5% | 18%
CC1(C)CC(=O)C2=C(C1)c1c(ccc3ccccc13)NC2c1cc([N+](=O)[O-])cc([N+](=O)[O-])c1O (stereo not given) | 8% | -11% | -6% | ? | 0.7 | 3.4µM* | -59* | 32µM* | 15%
COC(=O)c1cc(OC(=O)c2ccc(=O)[nH]c2)cc(C(=O)OC)c1 | -1% | -8% | -3% | -11% | -0.6 | 0% | -26 | -5% | -26%
O=C(Nc1ccccc1Cl)c1ccc2ccccc2c1 | -2% | 2% | -25% | 4% | 0.5 | -8% | 2 | 12% | -17%
O=C1CCC(C(=O)N2CCC(CCO)CC2)CN1Cc1ccc(Cl)cc1 (stereo not given) | 2% | -3% | 6% | -10% | 0.9 | 4% | -2 | 1% | .
CN(Cc1nccn1C)C(=O)CC1C(=O)NCCN1Cc1cccc(Oc2ccccc2)c1 (stereo not given) | -2% | 10% | -2% | 4% | 2.6 | -6% | 2 | 14% | 1%
O=C(CC1(O)C(=O)N(Cc2ccccc2)c2ccccc21)c1ccc2c(c1)OCO2 (stereo not given) | 13% | 0% | 4% | -7% | 2.6 | -5% | -2 | -12% | 3%
COC(=O)c1ccc(C2/C(=C(/O)c3ccc4c(c3)CC(C)O4)C(=O)C(=O)N2CCN2CCOCC2)cc1 (stereo not given) | -3% | -12% | -14% | -5% | -3.8 | -12% | -8 | 15% | 19%
Cc1ccc(-c2cc(C(=O)NCc3ccccn3)c3ccccc3n2)cc1C | -13% | 29% | -38%[inhibitor] | -8% | -0.5 | 24µM* | 4 | -26% | 28%
CCCCCCCC(=O)N1CCN(c2cc3c(cc2F)c(=O)c(C(=O)O)cn3CC)CC1 | -5% | 4% | -9% | -3% | -2.6 | -4% | 1 | -3% | -24%
CN1CCN(C(=O)C2(NC(=O)NCc3ccccc3)CCCCC2)CC1 | 0% | -1% | -3% | -4% | -0.8 | -8% | -6 | 0% | 3%
O=S(=O)(NC1CCc2ccccc21)c1ccc(S(=O)(=O)N2CCCC2)cc1 (stereo not given) | 10% | 5% | 3% | -16% | -0.6 | -1% | . | -13% | 5%
O=C(Cc1ccccc1)NC(NC(=O)Cc1ccccc1)c1cccc([N+](=O)[O-])c1 | -5% | -15% | -22% | 9% | 0.9 | ? | -4 | -22% | -21%
COc1ccc(-c2cc(C(=O)Nc3ccc(OC)cc3OC)no2)cc1 | 2% | 10% | -9% | -8% | 0.5 | -3% | 1 | 3% | -26%
Nc1nnnn1/N=C/c1ccccn1 | -10% | 9% | 7% | -6% | 1.5 | 0% | . | -1% | 7%
CCCN(CC(=O)Nc1ccccc1C)C(=O)c1ccc(N2CCCCC2)c([N+](=O)[O-])c1 | 0% | -4% | -1% | -4% | -0.7 | 0% | 9 | -2% | 34%
COc1ccc(NC(=O)CSCC(=O)Nc2ccccc2N2CCCCC2)cc1 | -1% | 3% | 5% | -4% | -4.8 | 1% | 7 | -12% | 28%
CC(C)CNC(=O)COC(=O)c1ccccc1OCC(=O)Nc1ccc(Br)cc1 | 1% | -6% | 2% | -12% | -0.3 | -6% | 5 | -19% | .
COc1ccc(NC(=O)CCC2CCCCC2)cc1S(=O)(=O)N1CCCCC1 | 4% | -3% | 6% | 0% | -0.6 | -5% | -2 | ? | .
COc1ccc(NC(=O)c2ccc(N3CCCC3=O)cc2)cc1Cl | 6% | -5% | -8% | -4% | -6.0 | -2% | -11 | 0% | .
O=C(CN1C(=O)COc2ccccc21)N(Cc1ccccc1)Cc1ccccn1 | 8% | 0% | -6% | -1% | 1.3 | 0% | . | 4% | 13%
COC(=O)CCN(C1CCCCC1)S(=O)(=O)c1ccc(S(=O)(=O)N2CCCCC2)cc1 | 2% | 2% | -1% | -13% | -1.7 | -7% | . | 13% | -8%
CCN(CC)C(=O)CN1C(=O)C2CC=C(Cl)CC2C1=O (stereo not given) | -4% | 3% | -9% | 2% | -0.2 | -17% | 2 | 7% | .
O=C(COC(=O)CCOc1ccccc1)Nc1ncc(Cl)cc1Cl | -1% | 2% | 26% | -26%[57.1 µM] | 2.2 | -4% | 6 | -17% | -2%
CCS(=O)(=O)Nc1ccc(-c2nnc(SCC(=O)OC)o2)cc1 | -18% | -3% | -7% | -1% | -1.9 | -6% | -4 | 1% | -12%

Three entries out of the list above, sorted by their value in PLK1 PBD block, ascending.
SMILES,PLK1 PBD block
COC(=O)c1ccc(C2/C(=C(/O)c3ccc4c(c3)CC(C)O4)C(=O)C(=O)N2CCN2CCOCC2)cc1 (stereo not given),-12%
CN(Cc1nccn1C)C(=O)CC1C(=O)NCCN1Cc1cccc(Oc2ccccc2)c1 (stereo not given),-6%
Nc1nnnn1/N=C/c1ccccn1,0%

(continued)
SMILES | aSyn rescue | EPAC1 agonist | Abeta rescue | WRN inhibitor | IL2 activator | PLK1 PBD block | PI5P4Ka inh | EPAC1 antagonist | FUS suppressor
O=C(O)CCC(=O)NNC(=O)c1ccc(Br)cc1 | -1% | 5% | 29% | 6% | 3.6 | -8% | 2 | -12% | -23%
COc1ccc(-n2c(O)c(/C=N/Nc3nc(C)cc(C)n3)c3ccccc3c2=O)cc1OC | -3% | 10% | -2% | -34% | 0.7 | -8% | 10 | 10% | 38%
N#CCCN(CCC#N)c1nnc(-c2ccccc2)s1 | -7% | 1% | -13% | 9% | -3.3 | 0% | . | 4% | 19%
O=C(NCC(c1ccc(F)cc1)N1CCOCC1)c1ccc(OCc2ccccc2)cc1 (stereo not given) | 18% | 1% | 5% | -14% | -6.1 | 2% | 0 | -1% | .
CCCCCCCC[n+]1cccc2c3ccccc3ccc21 | -5% | -2% | -58%[inhibitor] | -5% | -0.5 | 2% | -3 | 6% | -25%
O=c1c2ccccc2nc(SCc2ccccc2)n1CC1CCCO1 (stereo not given) | 7% | 3% | -3% | 0% | -0.6 | -10% | 3 | 1% | 25%
CN1CCN(c2nc(N3CCN(c4ccccc4)CC3)ncc2F)CC1 | 0% | 9% | 11% | -7% | -1.3 | -6% | . | 1% | -1%
CC(C)(C)C(=O)N1CCC2CC1c1cc(Cl)ccc12 (stereo not given) | 1% | -9% | 0% | 1% | -0.4 | -3% | 4 | -9% | -22%
COc1cc(C)ccc1OCc1cc(C(=O)N2CCC(c3ccc(F)cc3)C2)no1 (stereo not given) | 1% | 14% | 5% | -6% | 0.0 | -4% | 1 | -3% | -2%
CN(C)C(=O)c1nnsc1Sc1ccc(Cl)cc1 | 0% | 6% | -5% | -13% | -0.4 | -9% | 1 | -16% | 4%
COc1ccccc1CNC(=O)COC(=O)c1ccc(C(=O)c2ccccc2)cc1 | -5% | 21% | 3% | ? | -0.4 | -4% | -5 | -13% | 14%
NC(=S)NN=Cc1ccc(-c2ccc(S(=O)(=O)Nc3ncccn3)cc2)o1 | 0% | 6% | -16% | 25µM* | 1.8 | 30µM* | -55* | ? | 10%
CN(CCCN1CCOCC1)Cc1cn(C)nc1-c1ccccc1F | -3% | 3% | -10% | 5% | -2.0 | -4% | -6 | 7% | 4%
Fc1ccc(/C=N/Nc2nccnc2Cl)cc1 | -8% | 21% | -6% | 1% | -0.2 | 4% | -6 | 2% | -24%
O=C(CN1CCN(c2ccccc2F)CC1)N1N=CCC1c1ccccc1 (stereo not given) | 0% | -5% | 1% | 9% | 1.8 | 7% | 3 | 8% | -9%
O=C(CSc1nc(-c2ccccc2)cc(=O)[nH]1)Nc1ccccc1F | ? | -4% | -19%&-1% | 0% | -0.5 | 5% | 0 | 5% | -11%&10%
O=C(c1ccc(Sc2ccc(F)cc2)c([N+](=O)[O-])c1)N1CCOCC1 | -10% | 3% | -3% | 6% | 0.8 | -14% | 2 | -3% | 5%
CN(C)C(=O)c1cn(-c2ccccc2)nc1-c1cccs1 | 1% | 3% | 4% | -7% | -1.6 | -4% | 1 | 0% | -1%
O=C(CSc1nc(C2CCCCC2)nc2ccccc12)NCc1ccc2c(c1)OCO2 | -1% | 3% | -1% | 5% | -4.0 | -9% | 3 | -2% | -8%
CCN(CC)c1ccc(-c2nnc(SCC(=O)Nc3ccccc3C#N)n2-c2ccccc2)cc1 | -9% | -4% | 13% | -9% | 0.7 | -2% | -8 | -22% | 12%
Cc1cc(C)n(C(=O)c2ccc([N+](=O)[O-])cc2[N+](=O)[O-])n1 | -1% | -8% | 3% | -4% | -0.7 | -3% | 7 | 17% | -2%
Cc1ccc(NCC(O)C(O)C(O)CO)cc1C (stereo not given) | -4% | 0% | 2% | 9% | -2.5 | -4% | 1 | 2% | -1%
O=C(CCN1CCN(c2ccccc2F)CC1)Nc1cccc(F)c1 | 1% | -6% | 2% | -9% | 1.2 | 4% | 0 | 7% | -9%
CN(C)c1ccc(CNn2cnnc2SCc2ccc(F)cc2)cc1 | 6% | -2% | 4% | 5% | -0.4 | 0% | . | 7% | 3%
c1csc(-c2noc(CN3CCc4sccc4C3)n2)c1 | 0% | -5% | 0% | 6% | -0.3 | 0% | 9 | 18% | -14%
COCCNc1nc(-c2cc3ccccc3o2)cs1 | 9% | 1% | 13% | -2% | -0.9 | -19% | -2 | ? | 13%
O=C(CN1C(=O)CNC1=O)Nc1cccc(C(F)(F)F)c1 | 0% | 0% | 3% | 1% | -2.3 | -3% | . | 4% | -6%
Cc1cc(C(=O)N/N=C/c2c(C)[nH]n(-c3ccccc3)c2=O)n[nH]1 | -16% | 6% | -22% | -3% | -1.8 | -9% | -6 | -18% | 32%
O=C(O)C1CC(=O)N(Cc2ccc3c(c2)OCO3)C1 (stereo not given) | 0% | 10% | -14% | 7% | -2.4 | -9% | . | 7% | 29%
CCCCCC1CC1C(=O)N/N=C/c1ccc(N(C)C)cc1 (stereo not given) | 1% | 8% | -6% | -18% | -0.9 | -6% | -2 | -11% | 7%

From PubChem BioAssay
